# High-throughput results: PubChem BioAssay, several laboratories
# TNAP activation fold = human TNAP enzyme activators, primary screen, biochemical, luminescent, no phosphate acceptor, uHTS (AID 1001). Alkaline phosphatase, tissue-nonspecific isozyme (Homo sapiens). activation fold at 20 µM, or EC50 in µM where a hit was titrated. actives 0.03% (n = 200,000). purified TNAP, luminescent activation assay, no phosphate acceptor; higher activation fold means a stronger effect; in the data active = activation fold from about 3, or a potency from the dose series; inactive = the rest, 99 in 100 with activation fold below about 1.6; also: many of its hits are not listed in these tables
# NOD1 NF-kB reporter = NOD1 signaling inhibitors, primary screen, cell-based, luminescence, uHTS (AID 1578); NOD1-driven NF-kB luciferase reporter cells, luminescence; higher % means a stronger effect; one-dose inhibition, % at 4 µM; EC50 in µM for titrated hits; actives 1% (n = 290,000); in the data active = inhibition mostly above about 36%, no sharp cut-off; inactive = mostly below about 34%;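 also: HEK-293T reporter cells stimulated with the NOD1 agonist gamma-tri-DAP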
# GPR55 beta-arrestin = GPR55 agonists via beta-arrestin recruitment, primary screen, imaging, U2OS cells, beta-arrestin-GFP redistribution (AID 1961). G-protein coupled receptor 55 (Homo sapiens). U2OS GPR55 beta-arrestin-GFP redistribution imaging; higher % means a stronger effect. one-dose activation, % at 10 µM; EC50 in µM for titrated hits. actives 0.048% (n = 290,000);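 active = activation above 40% with more than 50 cells counted in the well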;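 also: U2OS osteosarcoma cells stably expressing GPR55 and beta-arrestin-GFP; plate controls were DMSO negative control for no effect and LPI positive control for full effect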
# KOR beta-arrestin-1 = KOR agonists, beta-arrestin recruitment, primary screen, cell-based, luminescence, uHTS (AID 1777). Kappa-type opioid receptor (Homo sapiens). KOR beta-arrestin recruitment, luminescence; higher % means a stronger effect. activation, % at 10 µM; hits with a dose series show EC50 in µM. actives 0.02% (n = 280,000); in the data active = activation above about 50%, passing the limit was not always enough; also: a part of the inactive calls stands beside numbers as strong as those of hits
# Yfh1-off respiration = enhancers of respiration in Yfh1-depleted yeast, dose response, Friedreich's ataxia, plus single-dose screen (AID 1465); fold induction at 50 µM; hits with a dose series show EC50 in µM; actives 0.074% (n = 220,000); S. cerevisiae Yfh1-off respiration, WST-1 reduction, 72 h; higher fold induction means a stronger effect;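 active = fold induction of absorbance versus untreated yeast above a set limit, then at least 30% activation at any dose in follow-up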;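 also: activators that raise dye reduction in frataxin-depleted yeast; strong numbers were not always called active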
# CSM14.1 death rescue = rescue of cells from ER stress-induced death, primary screen, 384-well, CSM14.1, thapsigargin, ATP luminescence (AID 1222); CSM14.1 thapsigargin-induced death rescue, ATP luminescence; higher % means a stronger effect; cellular ATP content (survival), % at 20 µM, or EC50 in µM where a hit was titrated; 190,000 tested, under 10 active;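 active = EC50 below 50 µM in the dose-response confirmation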;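 also: death triggered by thapsigargin at about 15 µM added after 2 h compound pretreatment; cell ATP read after overnight thapsigargin exposure of roughly 18 to 22 hours; normalized against plate controls of thapsigargin alone and 5% DMSO vehicle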
# NOD2 inhibition = NOD2 signaling inhibitors, cell-based, luminescence, uHTS, HEK293 (AID 1566). HEK293 NOD2/NF-kB luciferase reporter, luminescence; higher % means a stronger effect. inhibition, % at 4 µM; hits with a dose series show EC50 in µM. actives 0.63% (n = 290,000); also: many of its hits are not listed in these tables
# NTR1 ag = agonists of NTR1, primary screen, imaging, U2OS cells, beta-arrestin-GFP, high content (AID 493036); NTR1-U2OS beta-arrestin-GFP spot imaging, agonist mode; activation, % at 20 µM; actives 0.17% (n = 330,000);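 active = activation at or above 40% of the spot to cytoplasm intensity ratio, with at least 20 cells analyzed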;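 also: 0% = DMSO without peptide and 100% = 100 nM NTR1 peptide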
# Target sequence (P30989 whole entry, looked up): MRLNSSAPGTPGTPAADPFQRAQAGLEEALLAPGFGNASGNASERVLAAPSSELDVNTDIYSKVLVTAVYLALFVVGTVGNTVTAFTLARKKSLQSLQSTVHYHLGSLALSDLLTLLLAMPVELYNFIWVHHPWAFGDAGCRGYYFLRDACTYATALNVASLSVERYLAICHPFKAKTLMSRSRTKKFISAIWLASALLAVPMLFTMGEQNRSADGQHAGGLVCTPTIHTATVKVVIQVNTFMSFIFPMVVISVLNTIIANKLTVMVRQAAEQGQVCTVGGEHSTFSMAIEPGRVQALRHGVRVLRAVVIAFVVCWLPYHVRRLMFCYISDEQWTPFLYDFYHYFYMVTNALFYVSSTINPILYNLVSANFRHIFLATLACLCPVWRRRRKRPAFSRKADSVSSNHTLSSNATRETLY
# KOR beta-arrestin-2 = KOR antagonists, beta-arrestin recruitment, cell-based, luminescence, uHTS (AID 1778) | Kappa-type opioid receptor (Homo sapiens) | KOR beta-arrestin recruitment, luminescence, antagonist mode; higher % means a stronger effect | inhibition, % at 10 µM, or IC50 in µM where a hit was titrated | actives 0.091% (n = 290,000); also: strong numbers were not always called active
# NTR1 ag cell count 20 µM = further read-out of NTR1 ag, marked with its call; cell count; measured here: cell count, cytotoxicity flag
# An asterisk follows results filed as active; i = inactive; / = not tested or not shown; & = joins results of further samples; [ ] = remark or other dose. Rule as the data show it, unless noted: active = inhibition above about 50%; inactive = the rest.
Compound	TNAP activation fold	NOD1 NF-kB reporter	GPR55 beta-arrestin	KOR beta-arrestin-1	Yfh1-off respiration	CSM14.1 death rescue	NOD2 inhibition	NTR1 ag	NTR1 ag cell count 20 µM	KOR beta-arrestin-2
COCc1ccc(CN2CCCC(CCC(=O)NCc3cccc(OC)c3)C2)o1 (configuration not stated)	1.1	-17.4%	-0.2%	-1.4%	i	-0.6%	-7.4%	-0.6	52	-4.4%
CCn1cc(S(=O)(=O)Nc2ccccc2C(F)(F)F)cn1	1.1	-17.0%	-0.2%	-2.9%	i	-0.4%	19.3%	1.3	72	-4.2%
C#CCN(C(=O)CC1C(=O)NCCN1C/C=C/c1ccccc1)C1CCCCC1 (configuration not stated)	1.1	-18.8%	-0.1%	2.1%	i	0.5%	14.9%	0.3	42	-10.8%
O=C(O)c1ccc2c(c1)S(=O)(=O)N=C1CCCCCN12	1	-0.9%	-0.2%	-2.3%	i	0.2%	13.8%	0.5	32	31.6%
CC(=O)c1ccc(C(=O)N2CCCC(CCC(=O)N(C)CCc3ccccn3)C2)s1 (configuration not stated)	1.1	-19.7%	0.2%	/	i	0.3%	7.2%	1.3	44	-1.7%[20 µM]
O=C(O)CC(Cc1ccc(Cl)cc1)C(=O)NCC12CC3CC(CC(C3)C1)C2 (configuration not stated)	/	1.3%	-0.2%	3.2%	/	/	16.0%	-1.6	93	13.2%
Cc1noc(/C=C/c2ccco2)c1S(=O)(=O)N1CCC(C(=O)N2CCc3ccccc32)CC1	0.9	14.0%	-0.2%	6.0%	i	0.3%	20.4%	6.4	54	15.5%
CC(=O)c1cccc(NS(=O)(=O)c2ccc3c(c2)N(C(C)=O)CCO3)c1	/	-9.2%	-0.4%	-0.9%	/	/	35.6%	-0.5	66	-9.3%
O=[N+]([O-])c1cc(Cl)cc2c1nc(NCCO)c1ccccc12	/	-7.0%	0.3%	2.2%	i	/	20.3%	8.1	37	17.8%
COc1cccc(COc2ncnc3sccc23)c1	1.1	-40.9%	-0.3%	-0.5%	i	-0.8%	13.0%	-0.5	51	4.2%
c1ccc(C2CC(c3cccs3)n3nnnc3N2)cc1 (configuration not stated)	1	11.4%	0.0%	2.0%	i	3.0%	0.5%	-1.9	81	-1.2%
CCCOc1ccc(C2C(C(=O)c3ccco3)=C(O)C(=O)N2CCCn2ccnc2)cc1 (configuration not stated)	0.9	7.9%	-0.1%	4.4%	/	-1.1%	-5.0%	0.4	74	-21.6%
Cc1cc(=O)c(C(=O)OC(C)C(=O)NC(N)=O)nn1-c1ccc(Cl)cc1 (configuration not stated)	/	-8.1%	-0.4%	20.0%	/	/	3.2%	-0.9	51	-26.8%
CC(C)(C)C(=O)Nc1nc2ccc(S(C)(=O)=O)cc2s1	1	-45.7%	0.3%	-2.1%	i	-3.9%	-30.0%	0.8	96	-20.9%
COc1cc(C(=S)N2CCCC2)ccc1OCc1ccc(C)cc1	/	-24.9%	0.3%	7.7%	/	/	-19.1%	1.1	63	-23.1%
O=C(NCC1CCCO1)C1CCCN(S(=O)(=O)c2cccc3nsnc23)C1 (configuration not stated)	1.1	-13.0%	-0.4%	-5.7%	i	0.8%	6.6%	-0.2	57	25.9%
COc1cccc(-c2ccc3c(N)c(C(=O)NC4CC4)sc3n2)c1	/	-5.4%	-0.3%	0.6%	/	/	-92.2%	0.9	62	28.6%
C=CCN(CC=C)CCOc1cccc(Oc2ccccc2)c1	1.2	-3.2%	-0.1%	-1.8%	i	-2.5%	-16.0%	-1.2	93	-17.4%[20 µM]
COc1ccc(C(=O)n2cnc3ccccc32)cc1	/	-10.8%	-0.3%	-6.4%	/	/	4.6%	-1.2	44	-16.6%[20 µM]
CS(=O)(=O)Nc1ccc(C2=NN(S(C)(=O)=O)C(c3ccc4c(c3)OCO4)C2)cc1 (configuration not stated)	1.2	-35.3%	-0.2%	2.5%	i	2.5%	-55.3%	-1.4	70	5.1%
Cn1c(SCc2nc(-c3ccc(Cl)cc3)no2)nnc1-c1cccs1	1.1	26.5%	0.3%	-7.8%	i	-0.9%	10.3%	-1.5	69	10.9%
Cn1c(=O)c2c(SCc3cccnc3)nc(C3CC3)nc2n(C)c1=O	0.9	7.1%	-0.1%	3.2%	i	1.0%	13.6%	9.6	73	-41.4%
COc1ccc(-c2noc(C3CCCN(C(=O)CCc4ccccc4)C3)n2)cc1 (configuration not stated)	1	-8.3%	-0.2%	-0.5%	i	-2.9%	7.5%	4.4	65	25.0%
Cc1sc(NC(=O)c2sc3nc4c(C)cccc4cc3c2N)c(C#N)c1C	0.8	16.8%	-0.1%	5.4%	i	-3.8%	-19.8%	0.5	84	-50.0%
O=C(Cn1nc(C(F)(F)F)c2c1CCC2)Nc1ccccc1C(F)(F)F	1.1	-29.6%	-0.3%	-1.7%	i	0.5%	8.9%	-0.2	91	9.6%
CN1C(=O)/C(=C/c2ccc(OCc3ccc(F)cc3)cc2)NC1=S	/	-7.1%	0.0%	-0.5%	/	/	15.9%	7.7	91	16.7%
C=CCn1c(C)csc1=Nc1ccc(C(C)=O)cc1	1.1	-46.2%	-0.2%	-1.0%	i	1.3%	-40.4%	-0.1	23	19.0%
Cc1nn(C)cc1C1C(C#N)=C(N)N(c2cccnc2)C2=C1C(=O)CCC2 (configuration not stated)	1	-8.4%	0.9%	-1.2%	i	1.4%	10.4%	1.6	44	15.2%
CC12CCC(C(=O)NCCc3ccccc3)(OC1=O)C2(C)C (configuration not stated)	1.1	-15.2%	0.2%	-4.5%	i	-0.1%	13.9%	0.9	71	-14.0%[20 µM]
O=C(NC1CCCCCC1)c1cccc(COCC(F)(F)F)c1	1.1	-2.7%	-0.3%	-3.9%	i	2.3%	12.1%	0.0	92	-14.0%

# Part of the list above, set out differently.
# Each structure is followed by: TNAP activation fold	NOD1 NF-kB reporter	GPR55 beta-arrestin	KOR beta-arrestin-1	Yfh1-off respiration	CSM14.1 death rescue	NOD2 inhibition	NTR1 ag	NTR1 ag cell count 20 µM	KOR beta-arrestin-2
Cn1c(=O)c2c(SCc3cccnc3)nc(C3CC3)nc2n(C)c1=O
    0.9	7.1%	-0.1%	3.2%	i	1.0%	13.6%	9.6	73	-41.4%
CC(C)(C)C(=O)Nc1nc2ccc(S(C)(=O)=O)cc2s1
    1	-45.7%	0.3%	-2.1%	i	-3.9%	-30.0%	0.8	96	-20.9%

# (list continues)
Compound	TNAP activation fold	NOD1 NF-kB reporter	GPR55 beta-arrestin	KOR beta-arrestin-1	Yfh1-off respiration	CSM14.1 death rescue	NOD2 inhibition	NTR1 ag	NTR1 ag cell count 20 µM	KOR beta-arrestin-2
COCCNC(=O)c1cc2cc(Br)cc(Br)c2oc1=O	1.1	-5.7%	0.0%	-0.7%	i	-2.0%	15.7%	0.2	54	-14.5%
COc1ccc(Cl)cc1NC(=O)C(=O)N/N=C/c1cc(C)n(-c2ccc(C)cc2)c1C	1.1	-38.8%	-0.1%	-2.1%	i	-1.5%	-1.0%	2.6	44	-7.3%
CN1CCN(c2ccc(CNC(=O)c3ccc4c(c3)OCCO4)cc2)CC1	/	-14.0%	-0.1%	2.8%	i	/	15.8%	-0.3	46	-1.5%
COc1cccc(OCC(O)CN2CCN(c3ccccc3)CC2)c1 (configuration not stated)	/	-2.1%&2.2%	0.0%&0.0%	-4.6%&9.6%	i	/	-4.0%&10.8%	-0.3&0.5	51&63	-12.3%&33.8%
CN(C)C(=O)c1c(NC(=O)c2ccco2)sc2c1CCCCC2	1.1	16.4%	0.0%	-3.5%	i	-1.4%	2.8%	-0.9	31	7.4%
O=[N+]([O-])c1cccc(C2=NCCC(c3ccccc3)O2)c1 (configuration not stated)	1.1	-3.6%	-0.2%	-3.0%	i	-0.4%	8.0%	-3.4	105	19.8%
Cc1nnc(SCC(=O)NC2CCCCC2)n1C1CCCCC1	1	-20.5%	-0.1%	-2.9%	i	-0.5%	-3.6%	1.9	61	20.5%
O=C(CSC1CC(=O)N(CCc2ccccc2)C1=O)Nc1cccc(Cl)c1 (configuration not stated)	1.3	10.7%	-0.6%	-7.0%	i	-2.2%	-14.2%	1.6	73	-11.6%
Cc1cc(C)c(S(=O)(=O)N2CCCOC2CNC(=O)C(=O)NCc2ccccn2)c(C)c1 (configuration not stated)	1.1	-34.6%	0.0%	-2.9%	i	-0.2%	12.6%	1.2	62	2.5%
Clc1cccc(CSc2nnc(-c3ccccn3)n2Cc2ccco2)c1	1.1	21.4%	-0.1%	8.35µM*	i	5.2%	3.8%	1.0	86	14.0%
COc1ccc(Br)cc1[C@H]1[C@H]2C=CC[C@@H](C)[C@@H]2C(=O)N1Cc1ccccc1	/	4.2%	-0.1%	-0.2%	i	/	-18.8%	6.8	95	32.3%
CCOC(=O)c1c(S(=O)(=O)N2CCCC2)c(C)n(C)c1C	/	-6.4%	-0.2%	-4.3%	/	/	16.9%	-0.4	57	13.4%
CCCNC(=O)C1CCN(S(=O)(=O)c2ccc3[nH]c(=O)ccc3c2)CC1	/	-25.8%	-0.1%	-3.7%	/	/	3.0%	-0.9	68	-7.4%[20 µM]
Cc1ccc(N/N=C(\C#N)C(=N)N2CCCCC2)cc1	/	-2.2%	0.4%	-0.9%	i	/	-166.4%	0.4	44	13.9%
CNc1ccccc1C(=O)OCC(=O)c1ccccc1	1.1	-41.3%	0.5%	-2.4%	i	-2.8%	-23.0%	0.1	105	-2.4%
CN(CCOc1ccccc1)CC(=O)Nc1cccc(C#N)c1	/	-22.6%	-0.1%	-5.2%	/	/	14.7%	0.7	45	-20.6%
Nc1nc(CN2CCN(Cc3ccccc3)CC2)nc(N2CCCc3ccccc32)n1	1.1	-10.5%	-0.1%	0.3%	i	-2.0%	-5.7%	-0.7	76	-53.2%[20 µM]
CCOC(=O)c1c(C)[nH]c2c1-c1ccccc1C(=O)C2=O	0.9	106.0%*	-0.2%	8.3%	>100µM*	-5.2%	1.0%	/	/	-56.4%
COc1cc2c(cc1OC)C(C)N(C(C)=O)CC2 (configuration not stated)	1	-24.7%	0.1%	-8.2%	i	-1.0%	3.5%	0.7	56	-9.6%
Cc1ccn2cc(-c3cccc(NC(=O)c4ccccc4)c3)nc2c1	1.1	76.3%	-0.3%	-3.5%	i	-0.7%	-57.0%	4.1	57	12.5%
CC(=O)N1CCc2cc(Br)cc(S(=O)(=O)N3CCC(C(=O)O)CC3)c21	/	9.0%	-0.2%	2.4%	/	/	-18.9%	-0.1	74	-36.4%
Cc1[nH]c(=O)[nH]c(=O)c1NC(=O)c1cccs1	1	-0.5%	0.0%	-0.7%	i	-1.9%	14.6%	1.0	61	4.0%

# A portion of the library, so the mix of outcomes need not match the whole.
